NCI-60 one-dose screen, 48 h, at 10 µM unless noted. Numbers give growth in % (100 = growth as untreated, 0 = no growth, -100 = all killed).
MALME-3M – MALME-3M melanoma; 78,000 tested, 5.8% active
SK-MEL-2 – SK-MEL-2 melanoma. AID 1794763. 77,000 tested, 4.7% active
BT-549 – BT-549 breast cancer | AID 1794793 | 78,000 tested, 4.4% active
T-47D – T-47D breast cancer; AID 1794792; 79,000 tested, 5% active
UACC-62 – UACC-62 melanoma; 81,000 tested, 5.4% active
UACC-257 – UACC-257 melanoma | 78,000 tested, 4.4% active | AID 1794764
HS 578T – HS 578T breast cancer. 78,000 tested, 4.1% active
SK-MEL-28 – SK-MEL-28 melanoma; 81,000 tested, 4.1% active; AID 1794761
Starred values were filed as active, the others as inactive; nt = not tested or not shown; & = joins results of further samples. The calls were made as follows: active = growth percent below 10; inactive = the rest.

Results follow in this order: MALME-3M | SK-MEL-2 | BT-549 | T-47D | UACC-62 | UACC-257 | HS 578T | SK-MEL-28
C[Si](C)(CCl)N[Si](C)(C)CCl
    nt | 107 | nt | 105 | 107 | 102 | 111 | 108
O=C1c2nccnc2C(=O)N1Cc1ccccc1
    112 | 116 | 103 | 85 | 111 | 100 | 104 | 121
O=S(=O)(NCl)c1ccccc1
    97 | 109 | 102 | 92 | 106 | 103 | 102 | 97
COc1ccc(-c2nc(C#N)c(NCC(c3ccco3)N3CCCC3)o2)cc1 (centres undefined)
    51 | 53 | 67 | 52 | 47 | 55 | 39 | 62
CCN(CC)S(=O)(=O)c1ccc(-c2csc(Nc3ccc(C)c(C)c3)n2)cc1
    108 | 117 | 86 | 90 | 32 | 57 | 90 | 99
Nc1nc(Cl)cc(NCc2ccc(CNc3cc(Cl)nc(N)n3)cc2)n1
    182 | 74 | 73 | 69 | 98 | 96 | 100 | 120
O=c1cc(C2CCCCC2)[nH]c(=O)[nH]1
    131 | 117 | 109 | nt | 93 | 112 | 98 | 102
COC(=O)[C@]1(C)N[C@H](c2cn(-c3ccccc3)nc2C)[C@@H]2C(=O)N(c3ccc(Cl)cc3)C(=O)[C@@H]21
    95 | 92 | 90 | 109 | 101 | 103 | 97 | 106
COc1cccc(CNc2ccc3ncnc(Nc4ccc(F)c(Cl)c4)c3c2)c1
    58 | 95 | 87 | 51 | 81 | 49 | 87 | 107
CCCCCCCCCCCCCCCCCC1=NC(C)(C)CN1C(C)(C)CO
    -58* | -69* | 65 | -19* | -87* | -41* | 15 | -100*
CNCC(=O)Nc1ccc(C(=O)OCC(C)C)cc1
    90 | 102 | 91 | 86 | 107 | 95 | 90 | 100
COc1ccc(-c2ccn(S(=O)(=O)c3ccc(OC)cc3)n2)cc1
    112 | nt | nt | 59 | 71 | 86 | 94 | 99
O=S(=O)(O)c1ccc2ccccc2c1
    103 | nt | nt | 96 | 105 | 106 | 105 | 111
COc1ccc(/C=C/C(=O)c2nnn(-c3ccc(C(=O)O)cc3)c2C)cc1OC
    96 | 101 | 96 | 97 | 90 | 97 | 102 | 107
CCCCSc1ncc(C)c(NC)n1
    118 | 108 | nt | 112 | 100 | 127 | 120 | 113
OCCCc1ccccc1
    76 | 106 | 101 | 112 | 96 | 102 | 106 | 108
CCOc1ccc(/C=C/C(=O)c2ccccc2)cc1
    108 | 92 | 102 | 89 | 89 | 98 | 120 | 100
CC1(C)OC2=C(CC1Br)C(=O)C(=O)c1ccccc12 (centres undefined)
    -91* | -43* | -99* | -45* | -79* | -89* | 8.7* | -94*
COC(=O)CC[C@@H]1O[C@@H](c2cc(OC)c(OC)c(OC)c2)[C@H](I)[C@H]1O
    95 | 108 | 107 | 110 | 95 | 98 | 95 | 110
CC1CC(C)/C(=N/NC(N)=O)C(C(O)CC2CCC(=O)NC2=O)C1 (centres undefined)
    36 | 34 | 53 | 43 | 46 | 55 | 10 | 37
CC1(C)OB(O)c2cc(-c3nc4ccc5[nH]ncc5c4c4c3CCCC4)ccc21
    61 | 59 | 75 | 35 | 38 | 77 | 69 | 87
CCN(CC)CC1CN(/N=C/c2ccc([N+](=O)[O-])o2)C(=O)O1 (centres undefined)
    84 | 110 | 120 | 109 | 104 | 106 | 101 | 107
O=C(NC(CSCc1ccccc1)C(=O)NC(Cc1ccc(O)cc1)C(=O)O)OCc1ccccc1 (centres undefined)
    89 | 110 | 112 | 103 | 101 | 95 | 98 | 106
O=C(Cn1c[n+](CC(=O)c2ccc(Br)cc2)c2ccccc21)Nc1cccc2cccnc12
    88 | 88 | 97 | 73 | 67 | 70 | 92 | 91
COc1ccc2nccc(/C=C/c3ccnc4ccc(OC)cc34)c2c1
    146 | 112 | 189 | 98 | 109 | 153 | nt | 93
C[N+](C)(C)CC(=O)N/N=C\c1ccccc1C(=O)O
    109 | 114 | 114 | 95 | 108 | 100 | 109 | 114
COc1cc(/C=C/C(=O)C(=O)/C=C/c2ccc(OCc3ccccc3)c(OC)c2)ccc1OCc1ccccc1
    100 | 101 | 109 | 97 | 99 | nt | 96 | 97
CCOC(=O)C(=O)c1c[nH]c2ccc(OCc3ccccc3)cc12
    105 | 106 | 114 | 97 | 94 | 97 | 98 | 96
COc1ccc(/C=C2\Sc3ccc(C)cc3C2=O)cc1
    84 | nt | 109 | 94 | 66 | 97 | 78 | 87
Nc1c(Cl)cc(Br)c(Cl)c1Br
    110 | 115 | 105 | 99 | 105 | 114 | nt | 100

An excerpt of these results, as labelled records:
CCOc1ccc(/C=C/C(=O)c2ccccc2)cc1
  MALME-3M = 108
  SK-MEL-2 = 92
  BT-549 = 102
  T-47D = 89
  UACC-62 = 89
  UACC-257 = 98
  HS 578T = 120
  SK-MEL-28 = 100
CCN(CC)CC1CN(/N=C/c2ccc([N+](=O)[O-])o2)C(=O)O1 (centres undefined)
  MALME-3M = 84
  SK-MEL-2 = 110
  BT-549 = 120
  T-47D = 109
  UACC-62 = 104
  UACC-257 = 106
  HS 578T = 101
  SK-MEL-28 = 107
CC1CC(C)/C(=N/NC(N)=O)C(C(O)CC2CCC(=O)NC2=O)C1 (centres undefined)
  MALME-3M = 36
  SK-MEL-2 = 34
  BT-549 = 53
  T-47D = 43
  UACC-62 = 46
  UACC-257 = 55
  HS 578T = 10
  SK-MEL-28 = 37

(listing goes on)
Results follow in this order: MALME-3M | SK-MEL-2 | BT-549 | T-47D | UACC-62 | UACC-257 | HS 578T | SK-MEL-28
Cc1[nH]c(C(=O)Nc2ccc(C(N)=O)cc2OC2CCNCC2)c(Cl)c1Cl
    104 | 106 | 100 | 68 | 101 | 114 | 72 | 118
CC(=O)Nc1ccc(-c2cn(-c3cccc(C(=O)Nc4ccc(Cl)c(C(F)(F)F)c4)c3)nn2)cn1
    -90* | -38* | -53* | 16 | -62* | -22* | -12* | -81*
CCOC(=O)C1=NC(CO)C(=O)N(c2ccc(Cl)cc2)N1 (centres undefined)
    102 | 108 | 113 | 100 | 95 | 109 | 114 | 104
N#C/C(=C\c1cccc2c1OCO2)C(=O)Nc1sc2c(c1C#N)CCCC2
    105 | 106 | 107 | 94 | 91 | 110 | 102 | 102
COc1ccc(/C=C/c2c(C(=O)/C=C/c3ccc(C(F)(F)F)cc3)c(C)nc3ccccc23)cc1
    -47* | -12* | -14* | -13* | -29* | -38* | 1.9* | -51*
COc1ccc(/C(C)=N/N=C2C(=O)N(C)c3ccccc32)cc1S(N)(=O)=O
    102 | 104 | 93 | 86 | 89 | 87 | 110 | 95
Cc1cc(C)c(/C=C2\C(=O)Nc3c2ccc(Cl)c3Cl)[nH]1
    96 | 92 | 102 | 67 | 92 | 104 | 88 | 105
Clc1ccc(C2=NN(c3ccccc3)C(c3cccc(Nc4ccnc5cc(Cl)ccc45)c3)C2)cc1 (centres undefined)
    89 | nt | 79 | 60 | 85 | 67 | nt | 85
Cc1c(CO)[n+](=O)c2ccccc2n1[O-]
    106 | 107 | 116 | 106 | 102 | 89 | 115 | 115
CCOC(=O)C1OC1(C)c1ccc(Cl)cc1 (centres undefined)
    99 | 103 | 104 | 115 | 102 | 89 | 97 | 107
C1=CCN(c2nc(N3CCOCC3)nc(N3CCCc4ccccc43)n2)CC1
    113 | 109 | 115 | 91 | 89 | 96 | 105 | 108
O=C(c1ccccc1)C(c1ccccc1)(c1ccccc1)c1ccccc1
    nt | 99&99 | 113&102 | 99&99 | 89 | 85&106 | 100&109 | 99&115
CC(=O)[C@H]1[C@H](C)C[C@H]2[C@@H]3CC[C@@H]4CC(=O)CC[C@]4(C)[C@H]3CC[C@@]21C
    nt | 105 | nt | 99 | 93 | 110 | 102 | 105
CCCN(CCC)CCCC(O)c1cccc2ccccc12 (centres undefined)
    125 | 112 | 107 | 122 | 111 | 119 | nt | 116
Cn1cc(-c2cc3nc(-c4c[nH]c5ccccc45)cc(N)n3n2)c2ccccc21
    -93* | -65* | nt | -69* | -88* | -88* | -9.0* | -98*
N#CCCNc1ccc(NCCC#N)c2c1C(=O)c1c(O)ccc(O)c1C2=O
    73 | 79 | 65 | 89 | 76 | 78 | 78 | 94
C#CC(C)(CC)NC(=O)c1cc(-c2cccc(OC)c2)on1 (centres undefined)
    104 | 92 | 102 | 81 | 94 | 101 | 108 | 112
O=c1[nH]c(-c2cccc3ccccc23)nc2sc3c(c12)CCCCCC3
    90 | 96 | 95 | 87 | 92 | 93 | 96 | 99
COC(=O)c1cn2c(c1C(=O)OC)c1c3ccccc3n(C)c1n1nnc(-c3ccccc3)c21
    129 | 99 | 122 | 108 | 97 | 87 | 107 | 117
OCCN=Cc1ccccc1
    91 | 119 | nt | 103 | 100 | 97 | 93 | 113
COc1ccc2c3c(cnc2c1)C(=O)CCC3
    100 | 97 | 110 | 88 | 106 | nt | 102 | 120
CCN(CC)CC(O)CNc1ccnc2cc(Cl)ccc12 (centres undefined)
    128&116 | 82&107 | 94&95 | 68&106 | 96&102 | 105&116 | 104 | 94&110
C[C@]12CC[C@@H]3c4ccc(O)cc4CC[C@H]3[C@@H]1C[C@H](O)[C@@H]2O
    96 | 104 | 95 | 128 | nt | nt | 87 | 96
CCCCn1cnc2c(SC)nc(N)nc21
    108 | 105 | 107 | 82 | 88 | 121 | 105 | 116
COc1ccc(-c2nnc(-c3ccc(Cl)cc3)o2)cc1
    nt | nt | 103 | 94 | 98 | 93 | 108 | 100
Cc1nc2ccccc2c(=O)n1C
    96 | 121 | 94 | 100 | 106 | 100 | nt | 116
CSc1nc2c(c(=O)[nH]1)C1(C(=O)N(C)c3ccccc31)c1c(nc(SC)[nH]c1=O)N2
    113 | 110 | 102 | 119 | 101 | 115 | 101 | 102
O=S(=O)(Cc1ccc(Cl)cc1)Oc1ccc(Cl)cc1
    114 | 102 | 103 | 86 | 89 | 116 | 110 | 120
CCC1(c2ccccc2)SC(N)=NC1=O (centres undefined)
    nt | 100 | 107 | 106 | 87 | 87 | 102 | 123
Cn1c(N2CCCCC2)nc(-c2ccco2)c(C#N)c1=O
    110 | 29 | 100 | 105 | 84 | 67 | 92 | 108
CNCCCNc1nc2ccccc2c2c(=O)c3cc(Cl)ccc3sc12
    18 | 95 | 92 | 49 | 11 | 93 | 60 | 51
O=C(Nc1nnc(C(F)(F)F)s1)c1c(F)cccc1F
    113 | 122 | 99 | 80 | 92 | 128 | 93 | 102

Single values from the results shown:
CSc1nc2c(c(=O)[nH]1)C1(C(=O)N(C)c3ccccc31)c1c(nc(SC)[nH]c1=O)N2 in MALME-3M is entered as 113
N#CCCNc1ccc(NCCC#N)c2c1C(=O)c1c(O)ccc(O)c1C2=O in MALME-3M is entered as 73
Cc1cc(C)c(/C=C2\C(=O)Nc3c2ccc(Cl)c3Cl)[nH]1 in T-47D is entered as 67
O=c1[nH]c(-c2cccc3ccccc23)nc2sc3c(c12)CCCCCC3 in SK-MEL-28 is entered as 99

Two successive entries already listed:
Results follow in this order: MALME-3M | SK-MEL-2 | BT-549 | T-47D | UACC-62 | UACC-257 | HS 578T | SK-MEL-28
O=c1[nH]c(-c2cccc3ccccc23)nc2sc3c(c12)CCCCCC3
    90 | 96 | 95 | 87 | 92 | 93 | 96 | 99
COC(=O)c1cn2c(c1C(=O)OC)c1c3ccccc3n(C)c1n1nnc(-c3ccccc3)c21
    129 | 99 | 122 | 108 | 97 | 87 | 107 | 117
